HCV inhibitor = qHTS Assay for Inhibitors of Hepatitis C Virus (HCV). AID 651820, 2012. Potency, µM (series often up to 41.8 µM), without a hit: at the highest dose activity change, negative = inhibition, actives largely listed as inhibitors. actives 3.4% (n = 340,000). Huh7.5.1 HCVcc-Cre infection, luciferase reporter, 44 h
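Reporter virus HCVcc-Cre (~0.5 moi) infects cells exposed to compound; seeding density 1,000 cells/well with 4 h settling beforehand. Luminescence, 15 sec read, taken 44 h post-infection following a 15 min RT substrate incubation.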
TbPYK inhibitor = qHTS of Trypanosoma Brucei Inhibitors; TbPYK enzyme, Kinase-Glo Plus ATP luminescence, 45 min; pyruvate kinase (Trypanosoma brucei), Q57TT1; AID 624173, 2012; actives 0.12% (n = 410,000); Potency, µM (top dose mostly 76.8 µM), inactives show at the highest dose activity, negative = inhibition, most hits filed as inhibitors; further: nearly all actives have a fitted effect of over 50% in size
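T. brucei PYK with substrate was exposed to pin-transferred compounds across a concentration series, then started with 130 uM ADP (final). After 45 min at room temperature, Kinase-Glo Plus luminescence was read, normalized and curve-fitted.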
An asterisk follows results filed as active; ? = inconclusive; [ ] = another dose, or the depositor's remark. The call rests on the fitted dose curve; in most records, active means well fitted curve in the direction sought with a large enough effect; inconclusive means small, poorly fitted or top-dose-only effect, or another doubt; inactive means no such curve, though single readings can be large; an effect the other way counts as inactive or inconclusive. On the % scale 0 is the no-effect control and ±100 the full control effect; potency means the concentration at half of the fitted maximal effect. A portion of the library, so the mix of outcomes need not match the whole.

molecule | HCV inhibitor | TbPYK inhibitor
Nc1ncnc2c1nc(Br)n2[C@@H]1O[C@@H]2COP(=O)(O)O[C@H]2[C@H]1O | 29% | 2%
CCN(c1ccccc1)S(=O)(=O)c1ccc(C(=O)NCc2ccco2)cc1 | ? | 0%
CC1=NN(C(=O)c2ccncc2)C(=O)C1N=Nc1ccc2ccccc2c1 (stereo unspecified) | ? | -28%
COc1ccccc1CNC(=O)c1cc(-c2ccccc2)nn1CC1CC(c2cccnc2)=NO1 (stereo unspecified) | -8% | -3%
CCN1CCN(c2ncc(C(=O)N3CCN(c4ccccc4OC)CC3)c3ccccc23)CC1 | 17% | -1%
CC1CCCN(C(=O)COC(=O)c2cc(Br)ccc2O)C1 (stereo unspecified) | -7% | 4%
O=c1[nH]c(-c2ccccc2)ncc1Oc1ccccc1 | 15% | -13%
Cc1cc(O)c(Sc2ccccc2)c(=O)o1 | 5% | -5%
Cc1ccc(Sc2ncccc2C(N)=O)cc1 | 0% | 3%
CC1CCCCC12NC(=O)N(CC(=O)NCc1ccccc1)C2=O (stereo unspecified) | -5% | -5%
C#CCOCCOCCOCCNc1nc(N2CCN(C(=O)Cn3cc(CCO)nn3)CC2)nc(N2CCN(C(=O)Cn3cc(CC(C)O)nn3)CC2)n1 (stereo unspecified) | 30% | -2%
Cc1c(NC(=O)CCc2ccc(S(=O)(=O)N3CCOCC3)cc2)c(=O)n(-c2ccccc2)n1C | 18% | -3%

The listing continues.
molecule | HCV inhibitor | TbPYK inhibitor
O=S(=O)(c1ccc(=S)[nH]c1)N1CCN(Cc2ccccc2)CC1 | -5% | -13%
O=C(COC(=O)c1ccccc1Cl)NC1CCCCCC1 | -5% | 0%
COc1ccc(-c2sc3cc4c(cc3c2C#Cc2ccc(N)cc2)OCO4)cc1 | ? | -4%
Nc1ccc2cccc(O)c2c1 | -19% | 2%
CC1(C)CC[C@]2(C(=O)O)CC[C@]3(C)C(=CC[C@@H]4[C@@]5(C)CC[C@H](O[C@@H]6O[C@H](C(=O)O)[C@@H](O)[C@H](O[C@@H]7OC[C@H](O)[C@H](O)[C@H]7O)[C@H]6O)C(C)(C)[C@@H]5CC[C@]43C)[C@@H]2C1 | 11µM* | 2%
Cc1c(C(=O)NC(=S)Nc2ccc(NC(=O)c3cccs3)cc2)cccc1[N+](=O)[O-] | ? | -5%
CCc1cccc(NC(=O)C2CCN(c3ncnc4sc(C)c(C)c34)CC2)c1 | 11µM* | -7%
CCOC(=O)CC(SP1(=S)OCC2(CCCCC2)CO1)C(=O)OCC (stereo unspecified) | 32%[activator] | 5%
COc1cc(C2c3cc4c(cc3OC(NNC(N)=S)C2C)OCO4)cc(OC)c1OC (stereo unspecified) | -12% | -14%
COC(=O)c1ccc(NCc2cc(O)ccc2O)cc1O | ? | -21%
CCOC(=O)Cc1csc(NC(=O)c2cc(C)on2)n1 | 13% | 9%
COc1ccc(-c2nnc(SCC(=O)N3CCCC3=O)n2N)cc1OC | 6% | 4%

Continuation:
molecule | HCV inhibitor | TbPYK inhibitor
CCCCn1c(N)c(N(CCOC)C(=O)CN(C)CC(=O)Nc2ccc(Cl)c(Cl)c2)c(=O)[nH]c1=O | ? | 6%
CN(N=O)c1ccc(C=C2C=Cc3ccccc32)cc1 | -28% | 0%
O=C(Nc1ccc(Cl)c(C(F)(F)F)c1)[C@@H]1CC=C[C@@H]2CCN(Cc3ccccc3)C(=O)[C@@H]21 | 3% | 7%
CC(NC(=O)Cc1ccc(S(=O)(=O)N2CCOCC2)s1)c1ccc(Br)cc1 (stereo unspecified) | -6% | 0%
CCC(CO)Oc1cc(NCc2ccccc2)c2ncn(C3CCCC3)c2c1 (stereo unspecified) | ? | -9%
CON(C)C(=O)/C=C/CCCCNC(=O)OC(C)(C)C | 13% | -1%
CCC(CC)n1c(C)cc(=O)n1C(CC)CC | 34%[activator] | -3%
CC1CC(=O)Nc2ccccc2N1C(=O)CSc1nnnn1C (stereo unspecified) | 9% | -1%
COc1ccc(C(=O)NCC(C)NC(=O)c2ccc(OC)c(OC)c2)cc1OC (stereo unspecified) | -15% | 2%
CC1(NCc2ccc(Cl)cc2)COP(=O)(NCc2ccccc2)OC1 (stereo unspecified) | 13% | -15%
CCOC(=O)C1Nc2ccc(C)cc2C2C=CCC12 (stereo unspecified) | -18% | -13%
O=C(O)C1C2CC(C(Br)C2Br)C1C(=O)O (stereo unspecified) | 11% | 11%

One compound at a time (already shown). Order of values: HCV inhibitor, TbPYK inhibitor
CCOC(=O)C1Nc2ccc(C)cc2C2C=CCC12 (stereo unspecified) is listed with -18%, -13%
CCC(CO)Oc1cc(NCc2ccccc2)c2ncn(C3CCCC3)c2c1 (stereo unspecified) is listed with ?, -9%
CCC(CC)n1c(C)cc(=O)n1C(CC)CC is listed with 34%[activator], -3%
CON(C)C(=O)/C=C/CCCCNC(=O)OC(C)(C)C is listed with 13%, -1%

Next structures:
molecule | HCV inhibitor | TbPYK inhibitor
O=C(COc1ccc(-n2cnnn2)cc1)Nc1ccc(F)c(Cl)c1 | ? | 2%
CC(O)(c1ccc(Cl)cc1)C(c1ccccc1)c1ccccn1 (stereo unspecified) | -8% | 0%
COC(=O)c1ccc(NC(=O)c2ccccc2C(=O)Nc2ccc(C(=O)OC)cc2)cc1 | -7% | -8%
O=c1[nH]c(=O)n(C(c2ccccc2)(c2ccccc2)c2ccccc2)cc1N(CCO)CCO | -2% | -8%
CCOc1ccc(NC(=O)c2c(N)n(C)c(=O)[nH]c2=O)cc1 | 13% | -8%
COC(=O)C1=C(C(=O)OC)[C@]2([C@H]3CCCCN[C@@H](Cc4ccccc4)C(=O)N3Cc3ccccc3)C=C[C@H]1O2 | 11µM* | -9%
O=C(OCc1ccccc1)N1C=CC2CC1c1c(Cl)cccc12 (stereo unspecified) | 9%[8.37 µM] | 1%
COc1cc(C(=O)OCC(=O)c2cc(C)n(CC3CCCO3)c2C)ccc1OCC(=O)N1CCOCC1 (stereo unspecified) | -2% | -1%
CCN(CC)C(=O)c1ccc(NC(=O)c2ccc3c(c2)NC(=O)CS3)cc1 | -1% | -2%
CC(C)C[C@@H](CN)NC(=O)c1nc[nH]c1C(=O)N[C@@H](Cc1ccccc1)C(=O)CNC[C@H](C)NC(=O)c1nc[nH]c1C(=O)N[C@@H](CC(C)C)C(=O)O | 3% | -2%
CCC(C)Sc1ccc(-c2nc3ccc(Cl)cn3c2NCc2ccccc2)cc1 (stereo unspecified) | 7% | 1%
OCCN1CCN(CC/C=C2/c3ccccc3CSc3ccccc32)CC1 | ? | -6%

(cont.)
molecule | HCV inhibitor | TbPYK inhibitor
CCOc1cc2[nH]c(=O)n(CC3CCC(C(=O)NCCC(C)C)CC3)c(=O)c2cc1OCC (stereo unspecified) | 7% | 5%
CCC(c1nnnn1C(C)(C)C)N(Cc1cccs1)Cc1cc2cc(C)c(C)cc2n2nnnc12 (stereo unspecified) | -2% | -9%
COc1ccc(C(C(=O)NC(C)(C)C)N(C[C@H]2CC[C@@H]([C@@H]3CC[C@H](CO)O3)O2)C(=O)c2ccccc2)cc1 (stereo partly specified) | 30% | 0%
COC(C/C=C/[C@@H](O)[C@@H](C)OCc1ccccc1)OC | 14% | -1%
Cc1ccc(-c2nnnn2-c2ccccc2C(=O)O)cc1 | 14% | 2%
CCN(C[C@H]1N[C@@](C)(C(=O)OC)[C@H]2C(=O)N(C)C(=O)[C@@H]12)C(=O)Nc1ccc(OC)cc1 | 2.5µM* | -9%
Cc1ccccc1Nc1nc(N)nc(COC(=O)[C@@H](NC(=O)c2ccco2)C(C)C)n1 | -15% | 2%
CC(C)(C)C(=O)/C=C1\SCC(=O)N1CC(=O)N1CCN(c2ccccc2)CC1 | 4% | 0%
COc1ccc(Cl)cc1NS(=O)(=O)c1cccc(C(=O)NC2CC2)c1 | -4% | -9%
CN(Cc1cnc2nc(N)nc(N)c2n1)c1ccc(C(=O)NC(CCC(=O)O)C(=O)O)cc1 (stereo unspecified) | ? | -8%
C=CCn1cnnc1SCC(=O)N(C1CCCCC1)C1CCS(=O)(=O)C1 (stereo unspecified) | 5% | 0%
CC1(C)CC(=O)C=C(c2cc3ccccc3s2)C1 | ? | 0%

Five records picked at random from the list so far, as already listed:
molecule | HCV inhibitor | TbPYK inhibitor
Cc1ccc(-c2nnnn2-c2ccccc2C(=O)O)cc1 | 14% | 2%
C=CCn1cnnc1SCC(=O)N(C1CCCCC1)C1CCS(=O)(=O)C1 (stereo unspecified) | 5% | 0%
COc1ccc(Cl)cc1NS(=O)(=O)c1cccc(C(=O)NC2CC2)c1 | -4% | -9%
CCN(C[C@H]1N[C@@](C)(C(=O)OC)[C@H]2C(=O)N(C)C(=O)[C@@H]12)C(=O)Nc1ccc(OC)cc1 | 2.5µM* | -9%
CCC(c1nnnn1C(C)(C)C)N(Cc1cccs1)Cc1cc2cc(C)c(C)cc2n2nnnc12 (stereo unspecified) | -2% | -9%

Carrying on.
molecule | HCV inhibitor | TbPYK inhibitor
CCCN=C1N(C)C[C@@H]2[C@@H]3C(=O)N(C)C(=O)[C@@H]3[C@](Cc3ccccc3)(C(=O)OC)N12 | 20% | -2%
CC1CCN(C(=O)COC(=O)CCC(=O)c2ccc(Cl)cc2)CC1 | 2% | 1%
Cc1ccc(Nc2cc(Cl)nc(N)n2)c([N+](=O)[O-])c1 | ? | 0%
COc1ccc(C2=NOC(C)(c3nnc(-c4ccncc4)o3)C2)cc1 (stereo unspecified) | 1% | 4%
O=C(O)c1cc(S(=O)(=O)Nc2ccc3cn[nH]c3c2)ccc1Cl | 1% | -3%
CCOC(=O)C(Cc1c[nH]c2ccc([N+](=O)[O-])cc12)(NC(C)=O)C(=O)OCC | -8% | 11%
N[C@H](CO)Cc1ccccc1 | 19% | 3%
O=C(NCCC(=O)N1O[C@@H]2C=C[C@H]1C2)OCC1c2ccccc2-c2ccccc21 | -5% | -6%
O=C(NCC1CCCO1)c1ccccc1NS(=O)(=O)c1cccc([N+](=O)[O-])c1 (stereo unspecified) | 18% | 3%
O=[N+]([O-])c1cc(S(=O)(=O)N2CCOCC2)ccc1NS(=O)(=O)c1ccccc1 | 19% | 0%
Cc1ccc(C)c(NC(=O)C2CCCC2)c1 | 16% | -3%
COC(=O)Cn1cnc2c(Cl)nc(F)nc21 | 5.6µM* | -9%

(continued)
molecule | HCV inhibitor | TbPYK inhibitor
COc1ccccc1C(CNC(=O)CN1C(=O)NC(C)(c2ccc3ccccc3c2)C1=O)N1CCCC1 (stereo unspecified) | -29% | 1%
O=C1NC[C@H](Cc2ccccc2)N(C[C@H]2CCCN2C[C@H](Cc2ccc(O)cc2)N2C[C@H](Cc3ccc(O)cc3)N(CC3CCCCCC3)C(=O)C2=O)C1=O | 21% | -4%
CNc1nc(OCC(F)(F)F)nc(OCC(F)(F)F)n1 | 34%[activator] | -21%
O=S(=O)(Cc1ccccc1)CS(=O)(=O)Cc1ccccc1 | 10% | 1%
CCOc1cc(C(=O)NCC(C)(C)CNC(=O)c2cc(OCC)c(OCC)c(OCC)c2)cc(OCC)c1OCC | ? | 8%
CC(=O)c1cccc(N2C(=O)CC(N3CCN(S(=O)(=O)c4ccccc4F)CC3)C2=O)c1 (stereo unspecified) | -11% | 0%
C[C@H](CO)N1C[C@H](C)[C@@H](CN(C)S(C)(=O)=O)Oc2ccc(NC(=O)c3ccncc3)cc2C1=O | 25% | -7%
CC(=O)c1nn(-c2ccc(C)cc2)cc1C(=O)c1cccc(Br)c1 | 11% | -7%
Cc1ccccc1-c1cc2nc(C)c(Cl)c(=O)n2[nH]1 | 11% | 1%
Cc1c(N)cccc1Cl | 5% | 0%
O=C1C=CN(Cc2ccccc2)C(c2ccccc2)C1 (stereo unspecified) | 12% | -2%
O=C(Nc1nncs1)C1CCCC1 | 4% | 0%

(cont.)
molecule | HCV inhibitor | TbPYK inhibitor
COC(=O)C1=C(C)N(CCCC(=O)O)C(=O)NC1c1ccc2c(c1)OCO2 (stereo unspecified) | 19% | 13%
CC12CC(O)C3C(CCC4=CC(=O)CCC43C)C1CCC2=O (stereo unspecified) | 4% | -4%
O=C1C=C(C2OC(CO)C(O)C2O)C(=O)N1 (stereo unspecified) | 0% | -12%
O=C(OCc1ccccc1)N1CCC2CC1c1cc(NCCc3ccccc3)ccc12 (stereo unspecified) | -3%[8.37 µM] | -17%
COc1ccc(S(=O)(=O)N2CCN(C(=O)C3CC(=O)N(c4ccccc4F)C3)CC2)cc1OC (stereo unspecified) | -11% | 6%
O=C(C1CCCCC1)N1CCC2CC1c1cc(Cl)ccc12 (stereo unspecified) | -21% | 5%
O=C(O)c1cnnc2ccccc12 | -9% | -2%
C=CC[C@@H](CC(=O)N[C@@H](CO)Cc1ccccc1)C(=O)N[C@H](COC(=O)[C@@H](CC=C)Cc1ccc(F)cc1)C(C)(C)C | 22% | 1%
COc1ccc(Cl)cc1-c1nc(-c2ccc(NC(=O)c3ccncc3)cc2)no1 | ? | 2%
C=CCN1C=C(C(=O)c2ccccc2)C(=O)CC1 | 39%[activator] | -3%
CC[C@]12c3[nH]c4ccccc4c3CCN1C(=O)C(CC(=O)NC/C=C(\C)CCC=C(C)C)C[C@@H]2C(=O)N1CCN(C(=O)c2ccco2)CC1 (stereo partly specified) | ? | -7%
O=C1C2C3C=CC(O3)C2C(=O)N1N=C1CCCCC1 (stereo unspecified) | 10% | 1%
COc1ccc(CNC(=O)COC(=O)c2sccc2C)cc1OC | -7% | -5%
